Source: PubChem (several laboratories)
Efa HMGR inh = inhibitors of class II HMG-CoA reductase from Enterococcus faecalis. purified E. faecalis HMGR, NADPH absorbance 340 nm kinetic. inhibition, % at 10 µM. 190,000 tested, 0.41% active. AID 1066;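 active = inhibition above a set limit, the median over all tested compounds plus 3 SD, cut at about 9.5% in these data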;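 also: enzyme runs in reverse so mevalonate oxidation gives rising NADPH absorbance; 0% = complete reaction with DMSO and 100% = background rate lacking mevalonate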
S1P3 antagonist = blocks the human S1P3 receptor. inhibition, % at 4.98 µM. 170,000 tested, 0.27% active. Q99500. CHO S1P3 NFAT-BLA reporter, FRET fluorescence, antagonist mode;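 active = inhibition above the plate cutoff, the mean inhibition of test wells on that plate plus 3 SD, cut at about 28% in these data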;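 also: cells challenged with S1P at its EC80 of 0.8 µM; blue over green emission ratio from cleaved BLA substrate after 4 h stimulation; 0% = S1P-stimulated wells and 100% = unstimulated DMSO-only wells; some compounds past the cut are filed as inactive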
TNAP inh hi DEA = blocks human TNAP under high phosphate acceptor concentration; 200,000 tested, 0.03% active; purified TNAP, CDP-star luminescence, 1 M DEA; AID 1135; inhibition, % at 20 µM;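 active = over 50% inhibition of tissue-nonspecific alkaline phosphatase at 20 µM in the single-dose screen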;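 also: plate controls were DMSO wells for no effect and EDTA-quenched wells as full inhibition for full effect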
Target sequence (P05186 whole entry, looked up): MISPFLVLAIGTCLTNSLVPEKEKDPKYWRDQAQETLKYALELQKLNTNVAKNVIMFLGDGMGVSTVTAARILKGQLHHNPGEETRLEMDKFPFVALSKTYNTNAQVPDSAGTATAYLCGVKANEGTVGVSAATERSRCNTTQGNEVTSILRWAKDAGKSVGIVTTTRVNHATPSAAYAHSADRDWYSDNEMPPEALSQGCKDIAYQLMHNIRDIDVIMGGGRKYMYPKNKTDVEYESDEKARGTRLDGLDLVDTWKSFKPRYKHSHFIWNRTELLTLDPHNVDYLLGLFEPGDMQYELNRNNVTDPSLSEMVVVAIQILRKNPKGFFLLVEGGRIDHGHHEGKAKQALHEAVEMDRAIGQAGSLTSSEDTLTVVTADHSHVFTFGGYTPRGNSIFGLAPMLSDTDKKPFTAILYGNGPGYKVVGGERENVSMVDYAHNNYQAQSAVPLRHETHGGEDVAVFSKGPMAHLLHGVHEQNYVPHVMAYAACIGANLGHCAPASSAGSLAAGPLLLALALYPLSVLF
TNAP inh noacc = inhibitors of human TNAP without phosphate acceptor; P05186; purified TNAP, CDP-star luminescence, 30 min; inhibition, % at 20 µM; 200,000 tested, 0.26% active; AID 1012;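 active = tissue-nonspecific alkaline phosphatase inhibition above about 50% at 20 µM in the single-dose screen, limit read from the data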;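 also: 0% = DMSO negative control and 100% = EDTA positive control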
PMI act = phosphomannose isomerase (human) activation; activation factor at 20 µM; purified human PMI, coupled resazurin fluorescence, 20 min; hits give high values; 1 = vehicle control, 0 substrate-free wells; 190,000 tested, 0.005% active;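 active = activation factor of 2 or more at 20 µM, relative to plate controls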
Target sequence (P34949 whole entry, looked up): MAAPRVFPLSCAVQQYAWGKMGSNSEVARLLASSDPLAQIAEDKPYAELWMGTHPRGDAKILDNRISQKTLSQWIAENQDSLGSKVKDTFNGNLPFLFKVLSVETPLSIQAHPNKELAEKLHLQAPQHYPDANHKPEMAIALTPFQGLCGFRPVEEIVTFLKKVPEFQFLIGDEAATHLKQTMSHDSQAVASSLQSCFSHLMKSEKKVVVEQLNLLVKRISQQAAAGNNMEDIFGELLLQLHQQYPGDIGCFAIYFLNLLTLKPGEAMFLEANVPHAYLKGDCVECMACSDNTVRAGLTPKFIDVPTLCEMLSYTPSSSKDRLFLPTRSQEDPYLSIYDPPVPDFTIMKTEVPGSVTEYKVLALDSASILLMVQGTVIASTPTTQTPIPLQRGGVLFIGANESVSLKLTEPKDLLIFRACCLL
DTT redox prof = compounds producing H2O2 with reducing agent – biochemical, NIH compound library profiling, artefact control for MLSCN library redox annotation, primary screen. 200,000 tested, 0.03% active. AID 878. activation, % at 10 µM. DTT-dependent redox cycling H2O2, phenol red/HRP absorbance; 100% = 100 µM peroxide control, 0% = buffer;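 active = activation of at least 50% relative to the plate's high and low controls in the primary single-dose screen; inactive = activation below 50%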;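 also: compound incubated with DTT at 0.8 mM final as the reducing agent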
Lmaj promast = reduces viability of Leishmania major promastigotes; inhibition, % at 10 µM; AID 1063; resazurin fluorescence viability; 200,000 tested, 9% active; in the data active = inhibition above about 50%;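 also: promastigotes grown with compound for 44 hours at 28 °C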
PMI act satM6P = increases human PMI activity with near-saturating mannose 6-phosphate; P34949; coupled PMI enzyme assay, resazurin fluorescence, 20 min; hits give high values; 1 = untreated enzyme, 0 = substrate-free blank; activation factor at 20 µM; 190,000 tested, 0.34% active;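 active = activation factor of 2 or more at 20 µM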
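Test system: Human PMI in coupled enzyme assay | Input: 15 ng/mL PMI | Medium: HEPES-buffered pH 7.4 with magnesium and detergent | Compound: One concentration, 20 µM, in 1% DMSO | Incubation: Enzyme reaction with compound 20 min at room temperature | Detection: Diaphorase-driven resazurin-to-resorufin fluorescence, excitation 544, emission 590 nm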
RAM network inh = inhibitors of the yeast RAM network. S. cerevisiae dse1pr::URA3 reporter, 5-FOA growth OD615, 2 d; analog-sensitive cbk1-as2 kinase mutant strain. inhibition, % at 50 µM. 190,000 tested, 1.8% active. AID 868;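 active = inhibition above a set limit, 3 SD over mean compound inhibition, cut at about 8.4% in these data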;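 also: 0% = DMSO-only wells with no growth and 100% = 10 µM 1-NA-PP1 full growth; inhibition rescues growth on 5-FOA so higher OD means more RAM inhibition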
Hsp70 act = switches on Hsp70 transcription | activation, % at 10 µM | HeLa Hsp70 promoter luciferase reporter, luminescence; scaled: vehicle 0, proteasome-inhibitor control 100% | 200,000 tested, 0.04% active;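 active = activation above the mean across all tested compounds plus 3 SD, cutoff set per campaign, cut at about 5.5% in these data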;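 also: 100% = MG132 at 30 µM as the positive control and 0% = DMSO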
An asterisk follows results filed as active; / = not tested or not shown.

SMILES	Efa HMGR inh	S1P3 antagonist	TNAP inh hi DEA	TNAP inh noacc	PMI act	DTT redox prof	Lmaj promast	PMI act satM6P	RAM network inh	Hsp70 act
Nc1nnc(SCC(=O)OCc2ccccc2)s1	-7	-2	1	-4	1.1	0.0	48	1.1	0.5	-0.3
CCc1nc(OCC(=O)c2ccccc2)c(C#N)c2c1COC(C)(C)C2	-4	/	-4	-6	0.8	0.1	-3	0.9	0.4	-0.1
NN=C1c2cc([N+](=O)[O-])ccc2-c2ccc([N+](=O)[O-])cc21	1	-29	0	-2	1.1	-0.9	-1	1.1	0.4	0.0
CC1=NN(S(=O)(=O)c2ccc(F)cc2)C(=O)c2ccccc2O1	-2	/	-2	-10	1.1	-0.2	2	1	0.0	-0.1
COc1ccc(NC(=O)N2CCCC2)cc1OC	-3	-5	4	-2	1.1	-1.0	-2	1	1.0	-0.2
Cc1ccc(NS(=O)(=O)c2cccc(C(=O)O)c2)cc1S(=O)(=O)N1CCOCC1	-1	5	5	-6	0.9	2.5	57*	0.9	0.3	-0.3
COC(=O)C1=C(C)N(Cc2ccco2)C(=O)/C1=C\c1ccc(N(C)C)cc1	-7	-3	26	29	0.4	2.4	42	0.8	5.5	-0.3
CCN(C(=O)c1nn(-c2ccc(OC)cc2)c(=O)c2c1c1ccccc1n2C)c1ccc(OC)cc1	-3	10	-4	-13	1	-0.4	8	1	7.9	-0.4
O=C(c1ccccc1)N1CCN(C2C3CC4CC(C3)CC2C4)CC1 (stereo unspecified)	-3	/	-9	-10	1	0.1	29	1	0.8	-0.3
O=C(CCN1c2ccccc2Sc2ccccc21)OCC(=O)N1CCN(C(=O)c2ccco2)CC1	-1	2	-7	-3	0.9	-1.0	7	0.8	3.5	0.0
COc1ccc(-c2cc(-c3ccccc3O)[nH]n2)cc1OC	1	6	-7	-36	0.9	1.2	40	0.9	1.4	0.0
O=C(CN1CCN(c2ccc(F)cc2)CC1)N1CCOCC1	-3	-6	-5	-12	1	0.3	-4	1	-0.1	-0.2
COc1ccc(-c2[nH]ncc2CNC(C)c2cn(C)nc2C)c(F)c1 (stereo unspecified)	-1	1	-7	74*	0.9	-1.4	0	0.9	2.0	0.0
CC1CCCC(NC(=O)NC(=O)CCl)C1C (stereo unspecified)	0	-15	-3	-11	1.2	-0.1	99*	1.2	1.4	-0.1
Cc1nn(Cc2ccccc2)c(Cl)c1/C=N/NC(=O)c1cccnc1	6	-2	-2	-6	0.9	/	27	1	0.7	-0.3
Cc1cc2c(cc1C)NC(c1nc3ccccc3[nH]1)C1=C(CC(C)(C)CC1=O)N2 (stereo unspecified)	-1	/	-7	-11	1.1	2.0	91*	1.1	-0.3	0.1
Nc1cccc(CCc2nc3ccccc3[nH]2)c1	-1	4	-1	-9	0.9	0.0	-3	0.8	2.9	-0.3
O=C(O)CNC(=O)c1ccccc1F	/	-27	-7	3	1.1	-0.1	-5	1	/	-0.2
O=C(NCCCn1ccnc1)c1cn(-c2ccccc2)nc1-c1ccccc1	-7	-8	-7	-10	0.8	-0.1	3	1	1.0	-0.2
CCN1C(=O)c2cccc3c(S(=O)(=O)Nc4ccc(OC)cc4OC)ccc1c23	0	17	0	-6	0.9	0.1	24	0.9	2.6	0.0
CCCOc1ccc(/C(CC)=N/NC(=O)C2(C)CC2(Br)Br)cc1 (stereo unspecified)	-5	-8	-2	-3	1	2.5	8	0.9	-1.5	-0.4
CCCc1cc(C(=O)N(C2CCCCC2)C2CCCCC2)no1	-6	30	0	-5	1	-0.7	9	1	0.3	0.0
CC(=O)C1=C(O)C(=O)N(CCN(C)C)C1c1ccc(Cl)cc1 (stereo unspecified)	2	-1	-4	3	1.2	2.5	-6	1.1	1.4	-0.4
Cc1cnn(-c2ccc3nnc(-c4ccc(Br)cc4)n3n2)c1	2	-28	-8	-16	0.9	-2.4	-3	0.9	1.4	-0.3
CCOC(=O)N1CCN(c2c(F)cc3[nH]c(=S)[nH]c3c2Br)CC1	1	5	0	-22	1.1	0.6	51*	1.5	1.7	0.0
O=c1c2cc([N+](=O)[O-])ccc2nc(CN2CCN(c3ccccn3)CC2)n1-c1ccccc1F	1	-11	-2	3	1	-2.0	11	1	-0.4	0.1
Cc1cc(N)ccc1-n1c(C)ccc1C	-5	-7	2	-5	0.6	0.0	-8	0.3	3.0	-0.1
O=C(Oc1ccccc1N1C(=O)C2CC=CCC2C1=O)c1ccc(Br)cc1 (stereo unspecified)	0	-5	4	-2	1	0.4	-2	1	-0.8	-0.4
CCN(CCNC(=O)c1ccc2nc(-c3ccccc3NC(C)=O)c(=O)[nH]c2c1)c1ccccc1	1	/	-7	-9	0.8	-3.4	0	0.6	0.8	-0.3
O=C(c1ccco1)N1CCN(C(=O)c2sccc2-c2ccccc2)CC1	-5	/	-6	-12	1.2	0.3	2	1.3	-0.7	-0.4
O=C(NC1CCCCC1)C(=S)N1CCOCC1	-8	-5	-2	-5	0.9	0.2	0	0.9	-1.2	-0.4
CCCSc1nnc(N)s1	3	10	-3	-1	1.1	0.7	6	1.1	0.9	-0.4
C=CCNC(=S)Nc1ccc(C(N)=O)cc1	2	-3	-4	-12	1.1	0.3	-1	1	0.8	-0.2
O=C(Nc1ccc(C(=O)N2CCOCC2)cc1)c1cccs1	-2	-9	-9	-6	1.1	0.9	-6	1.2	-0.6	-0.2
COc1cc(C2NC(=O)N(C)C3=C2C(=O)CCC3)cc(OC)c1OC (stereo unspecified)	-4	-40	-8	-2	0.9	-4.0	2	0.9	0.7	-0.1
CCOC(=O)c1nnn(-c2nonc2N)c1CSc1ccccn1	2	-10	2	-4	1	2.0	4	0.9	0.4	-0.2
O=[N+]([O-])c1cnn(-c2nc(-c3cccs3)cc(C(F)(F)F)n2)c1	-1	4	-7	-19	1	-2.9	-14	1	2.1	-0.2
C=CCOC(=O)C1=C(C)NC(SCC(=O)N(CC)CC)=C(C#N)C1c1ccco1 (stereo unspecified)	2	/	-1	-10	0.8	-0.1	81*	0.9	1.4	-0.2
CC1Cn2c(nnc2-c2cccs2)S1 (stereo unspecified)	/	13	/	/	/	2.1	-2	/	/	-0.2
CCCCc1ccc(NC2=NCC(=O)N2CCc2ccccc2)cc1	9	-9	-7	-7	0.9	0.0	-4	0.9	0.9	0.0
Cc1nc(SCC(=O)Nc2ccccn2)n[nH]1	2	-49	-2	-8	1	-0.3	-4	1	-0.7	0.1
COc1ccc(CCN2C(=O)N(c3ccc(OC)cc3)C(=O)C2CC(=O)Nc2ccccc2)cc1 (stereo unspecified)	-2	-16	-2	-54	0.9	-1.0	28	0.9	9.1*	-0.2
CCCSc1nnc(-c2c[nH]c3ccccc23)n1CC	3	-2	-7	-17	1	-0.8	14	1	0.0	-0.2
CN(C)CCNc1oc(-c2cccc(Cl)c2)nc1C#N	-6	/	-10	-7	1.1	0.3	13	1.1	-0.5	-0.2
CCCCCCCCS(=O)CCC(=O)O (stereo unspecified)	-1	-13	-2	-16	1.4	-1.6	-3	1	1.0	0.2
Cc1occc1-c1nnc(SCC(=O)N2c3ccccc3CCc3ccccc32)n1C	-2	-28	-5	0	1	-0.1	17	1	0.6	-0.2
Cc1cccc(NC(=S)N/C(=N/S(=O)(=O)c2ccccc2)c2ccccc2)c1	-3	/	-1	23	0.9	-0.2	-8	0.9	1.2	0.0
COc1ccc(O[C@H]2C=C[C@@H](c3ccccc3)O[C@@H]2CO/N=C(\C)CCN2CCCCc3nc(C)c(C)cc32)cc1	-3	4	-6	1	1	3.1	84*	1	0.4	-0.2
NS(=O)(=O)c1ccc(NC(=O)COC(=O)CNC(=O)C23CC4CC(CC(C4)C2)C3)cc1	0	-9	1	-5	1.1	5.6	-7	1.1	3.0	-0.3
Cc1cc(C)cc(Oc2coc3cc(OC(=O)c4cccs4)ccc3c2=O)c1	-3	/	-3	-9	1	-7.0	-8	1.1	3.4	-0.4
O=[N+]([O-])c1nn(-c2ccc3c(c2)OCCO3)n(O)c1=NCCC1=CCCCC1	-5	-5	4	0	0.9	-0.1	63*	0.9	3.4	-0.1
COc1ccc(S(=O)(=O)N2CCN(CC(=O)Nc3ccc(C)c(F)c3)CC2)cc1	-2	16	-2	0	0.9	0.6	9	1.1	1.2	-0.1
COc1ccc(OC)c(NC(=O)Nc2cc(NC(=O)Nc3cc(OC)ccc3OC)c(C)nc2C)c1	2	-13	-1	-16	0.9	-0.3	-5	0.8	1.9	-0.4
Cc1cc(C(=O)CSc2ncn[nH]2)c(C)n1-c1cccc(S(=O)(=O)N2CCOCC2)c1	-3	-13	-3	-38	0.8	0.2	59*	1	3.1	-0.4
CCN(CC(=O)Nc1ccccc1Br)C1CCCCC1	-3	-4	0	-9	1.1	-1.9	12	1.1	0.0	-0.2
Cc1ccc(NC(=O)c2csnn2)c(C)c1	-2	/	-1	-3	1.1	0.8	-4	1.1	0.0	0.5
O=C(NC1CCCCC1)N1CCCCCC1	-6	18	-8	-11	1	-0.8	0	1	1.5	0.2
c1ccc(C2=NNC(=NCc3ccc4c(c3)OCO4)SC2)cc1	-3	-11	0	-8	0.9	0.0	0	1	9.0*	-0.1
CCc1ccc(NC(=O)c2ccc(F)c(S(=O)(=O)NCC3COc4ccccc4O3)c2)cc1 (stereo unspecified)	-1	4	-4	-7	0.8	0.3	4	0.9	2.8	-0.1
O=C(Cn1nnc2c(cnn2-c2ccccc2)c1=O)N1CCN(c2ccccc2F)CC1	1	-36	-6	-8	1.1	-0.6	-1	1.1	1.3	-0.3
Later entries:
SMILES	Efa HMGR inh	S1P3 antagonist	TNAP inh hi DEA	TNAP inh noacc	PMI act	DTT redox prof	Lmaj promast	PMI act satM6P	RAM network inh	Hsp70 act
Cc1ccc(N2C(=O)CC(NNc3nc4ccccc4s3)C2=O)cc1 (stereo unspecified)	0	-34	-5	-11	1	-0.9	-7	1	7.1	-0.5
O/N=C/c1ccccc1OCc1ccccc1F	1	-8	3	-17	1	-0.1	-5	1	-0.8	-0.3
COC(=O)c1c(NC(=O)c2nn(C)cc2Cl)sc2c1CCCC2	-5	/	-3	-10	1	-0.5	-4	1	3.5	-0.4
S=c1[nH]nc(-c2cccs2)n1/N=C/c1c(Cl)cccc1Cl	-5	-1	6	25	0.8	-0.6	-9	1	2.6	-0.3
CC(C)CN(C#N)c1nc(N2CCOCC2)nc(N2CCOCC2)n1	-4	9	-4	-4	1.1	-3.7	6	1	3.2	-0.4
